PGC1a acetyl inh: lowers PGC1a acetylation signal in U2OS cells | AlphaScreen anti-acetyl-lysine; with virally co-expressed GCN5 acetyltransferase | inhibition, % at 15.6 µM | 350,000 tested, 0.17% active;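 active = every replicate shows inhibition of at least 40%; inconclusive = mean inhibition at least 40% but some replicate below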;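 also: 0% = neutral control wells and 100% = positive control wells; some results beyond the cut were filed as inactive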
XiGFP reactiv: X-chromosome reactivation activator. XiGFP mouse fibroblasts, % GFP-positive cells imaging, 3 d; cells co-treated with 5-aza-dC sensitizer; scaled so ellipticine positive control = 100%. activation, % at 7.58 µM. 360,000 tested, 0.055% active. AID 743238;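 active = mean normalized replicate activation at least 10% and every replicate at or above 10%; inconclusive = only one of the two criteria met; inactive = mean below 10% and not all replicates reach 10%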;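 also: 0% = median of on-plate neutral control wells and 100% = ellipticine 6 µM median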
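System: 68-5-11 XiGFP fibroblast line | Buffer or medium: DMEM containing 5-aza-dC | Compound: Single point | Times: Compounds 3 days, fix/stain 15 min at room temperature | Benchmarks: Positive control ellipticine, 6 µM final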
Statin myotox sup: protects C2C12 myotubes from simvastatin toxicity | ATP luminescence, 48 h; scaled: DMSO 0, geranylgeraniol control 100 | rescue of ATP level, % at 7.49 µM | 330,000 tested, 0.78% active;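 active = mean ATP rescue above about 67%, or every replicate alone reaching that limit, limit read from the data, passing the limit was not always enough; inconclusive = no clear call, values can overlap the other calls; inactive = mean under the limit and some replicate under it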;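 also: myotubes were challenged with 10 µM simvastatin during compound exposure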
Cneo AK release: Cryptococcus neoformans lysis via adenylate kinase release; C. neoformans lysis, adenylate kinase release luminescence, 4 h; normalised: neutral wells 0, clomiphene wells 100; lysis activity, % at 15 µM; 360,000 tested, 0.2% active;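 active = mean lysis activity across replicates of at least 80%, whatever share of replicates individually reach that level; inactive = mean lysis activity below 80%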
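Material: C. neoformans cells; Schedule: 4 h static compound exposure, 37 °C, read 1 h post-reagent; Measured by: adenylate kinase release luminescence; Read-out: signal increase indicating cell lysis; Controls: Clomiphene as positive lysis control.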
SIRT5 block: blocks human SIRT5 desuccinylation of peptide; 330,000 tested, 1.1% active; Purified SirT5, succinyl-peptide AMC, trypsin-coupled fluorescence; inhibition, % at 15 µM; Q9NXA8; in the data active = inhibition above about 15%; inconclusive = no clear call, values can overlap the other calls
Target sequence (Q9NXA8 whole entry, looked up): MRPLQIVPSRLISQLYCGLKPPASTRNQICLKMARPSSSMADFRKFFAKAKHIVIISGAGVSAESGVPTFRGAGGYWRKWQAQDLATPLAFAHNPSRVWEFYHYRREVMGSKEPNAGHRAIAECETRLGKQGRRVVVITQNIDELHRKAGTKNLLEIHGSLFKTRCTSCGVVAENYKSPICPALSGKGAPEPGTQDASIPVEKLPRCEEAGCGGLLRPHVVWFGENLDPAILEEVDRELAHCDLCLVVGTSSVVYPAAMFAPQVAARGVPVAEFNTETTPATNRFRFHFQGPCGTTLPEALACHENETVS
ERAP1 inh: blocks human ERAP1 aminopeptidase activity; recombinant ERAP1, Leu-AMC fluorescence, 60 min; inhibition, % at 10.7 µM; 340,000 tested, 0.15% active; Q9NZ08;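 active = mean replicate inhibition of at least 30%, or all replicates individually reaching that 30% level; inactive = mean below 30% and not every replicate reaching it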;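 also: 0% = neutral control wells and 100% = L-leucinethiol positive control wells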
S100A4 inh HTS: inhibitors of human S100A4 binding to myosin IIA peptide | S100A4/TAMRA-MyoIIA peptide fluorescence polarization | inhibition, % at 10.7 µM | 360,000 tested, 0.14% active;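 active = mean inhibition of at least 70% across replicates, with every replicate also reaching that level; inconclusive = mean inhibition reaches 70% but some replicates fall short; inactive = mean inhibition below 70%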
Target sequence (P26447 whole entry, looked up): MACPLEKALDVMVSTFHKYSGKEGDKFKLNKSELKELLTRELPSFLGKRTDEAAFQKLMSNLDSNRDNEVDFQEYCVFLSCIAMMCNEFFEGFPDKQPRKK
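Material: S100A4 monomer protein / Buffer or medium: 50 mM HEPES pH 7.2, 10 mM CaCl2, 100 mM KCl / Times: 5 min incubation before reading / Benchmarks: neutral control DMSO, positive control TFP / Reagent: labelled myosin peptide probe, 5 nM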
LGR2 antag: Drosophila LGR2 receptor signaling inhibition; HEK293 LGR2, CRE-luciferase, bursicon-stimulated, 4 h; inhibition, % at 9.99 µM; 380,000 tested, 0.35% active;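 active = drop in luminescence signal, shown as inhibition above about 50% in the replicate tests, limit read from the data, passing the limit was not always enough; inconclusive = probably only some replicates passing the limit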;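 also: agonist challenge used bursicon conditioned medium at about half maximal strength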
Starred values were filed as active, the others as inactive; ? = inconclusive; / = no result given; & = joins results of further samples. Not all compounds are listed; count on the stated rates, not on these rows.

SMILES | PGC1a acetyl inh | XiGFP reactiv | Statin myotox sup | Cneo AK release | SIRT5 block | ERAP1 inh | S100A4 inh HTS | LGR2 antag
N#C/C(=C(/O)COC(=O)c1ccc(Cl)c(S(=O)(=O)N2CCOCC2)c1)c1nc2ccccc2[nH]1 | / | -0.2 | / | / | -5 | 3 | -5 | 2
O=C1C=C(N2CCN(c3ccccn3)CC2)C(=O)c2c(O)ccc(O)c21 | / | 0.1 | / | / | -4 | 1 | -3 | 2
Cc1csc(Sc2ccc(S(=O)(=O)N3CCCC3)cn2)n1 | -3 | 0.0 | / | / | 2 | 2 | 1 | -16
O=C(COC(=O)CN1C(=O)C2CCCCC2C1=O)Nc1cc(F)ccc1F (centres undefined) | / | 0.0 | / | / | 3 | -6 | 1 | 6
CC=Cc1ccc2n(c1=O)C[C@@H]1[C@@H](CO)[C@H](C(=O)N3CCN(C)CC3)N(Cc3ccccc3F)[C@H]21 (mixture of isomers) | 1 | 0.1 | 3 | -1 | -1 | -1 | 4 | -10
CCCNC(=O)N1C[C@H]2[C@@H](c3ccccc31)[C@@H](CO)N2C(=O)NCCC | 0 | 0.2 | 6 | -2 | -2 | 2 | -1 | -5
CC[C@]12c3[nH]c4ccc(Cl)cc4c3CCN1C(=O)[C@@H](CC(=O)NCCCN(C)C)C[C@@H]2C(=O)N1CCN(C(=O)C2CC2)CC1 | 2 | -0.1 | 7 | 15 | -2 | -2 | 2 | -8
C[C@H](CO)N1C[C@H](C)[C@H](CN(C)C(=O)C2CCCCC2)OCCCC[C@H](C)Oc2ccc(NC(=O)Nc3ccccc3)cc2C1=O | 3 | 0.0 | / | -2 | 0 | 0 | 4 | /
S=C(Nc1ccccc1Cl)N(Cc1ccccc1)Cc1ccccn1 | -9 | 0.1 | / | / | 0 | 1 | 3 | -4
C/C=C/c1ccc([C@@H]2[C@H](CO)N(C(=O)CN(C)C)C23CN(C(=O)C2CCCC2)C3)cc1 | 0 | 0.3 | / | / | -1 | 0 | -4 | -12
CO[C@@H]1CN(C)C(=O)c2ccc(NC(=O)Nc3ccccc3F)cc2OC[C@H](C)N(C(C)=O)C[C@@H]1C | -10 | -0.1 | -1 | 1 | -3 | -1 | -1 | 7
O=C(CNc1ccccc1)N/N=C/c1ccc2c(c1)OCO2 | 4 | -0.1 | 1 | / | -4 | 1 | -2 | -4
Nc1ncnc2c1ncn2[C@@H]1O[C@H](CNC(=O)[C@@H](N)Cc2ccc(C(F)(F)F)cc2)[C@@H](O)[C@H]1O | -8 | 0.1 | -12 | 1 | -2 | -1 | -5 | -3
CC1CN(C(=O)c2cc3cc([N+](=O)[O-])ccc3s2)CC(C)O1 (centres undefined) | / | 0.0 | / | / | -2 | 0 | 1 | -18
Cc1ccc(NC(=O)CN2C(=O)NC(Cc3ccccc3)C2=O)cc1Cl (centres undefined) | -4 | 0.0 | -9 | 0 | -3 | 1 | 0 | 3
O=C(Nc1ncc(Cc2ccccc2Cl)s1)C1=NCCN1 | / | 0.0 | / | / | -6 | 5 | 5 | -4
Cc1cccc(N2CCN(C(=O)c3cccc(N4C(=O)C5C6C=CC(C6)C5C4=O)c3)CC2)c1C (centres undefined) | 7 | 0.1 | 4 | -1 | 6 | 2 | -3 | 5
COc1ccc(C(=O)OCc2c(-c3ccccc3)ncc3ccccc23)cc1 | 0 | 0.1 | 5 | -1 | / | 4 | 5 | 8
[O-][n+]1c2ccccc2c2n1CCN=C2c1ccc(Cl)cc1 | 6 | 0.0 | -1 | 0 | / | 5 | 1 | 0
OCC[C@@H]1C[C@@H](O)[C@H](O)[C@]2(Cc3ccccc3O2)O1 | 3 | 0.1 | -2 | 0 | / | -1 | 1 | 0
COCCn1c(=O)[nH]c2cc(C(=O)N3CCN(Cc4ccc5c(c4)OCO5)CC3)ccc2c1=O | -5 | -0.1 | 0 | -2 | -2 | / | -1 | 4
O=C(COC(=O)c1cccc(F)c1)NC(=O)NCc1ccccc1 | -2 | 0.3 | -5 | -1 | -2 | 3 | 2 | 25
C[C@H](CO)N1C[C@H](C)[C@H](CN(C)CC2CCCCC2)Oc2ccc(NC(=O)CCCCCC(=O)Nc3ccccc3N)cc2CC1=O | -26 | 0.1 | ? | 7 | / | -1 | -12 | 6
CN(C(=O)CN(CCO)CC(=O)N(C)C(C)(C)Cc1ccccc1)C(C)(C)Cc1ccccc1 | / | 0.2 | -25 | 0 | -7 | -4 | 10 | 0
COc1cc(/C=N/NC(=O)c2nnn(-c3nonc3N)c2C(C)C)ccc1O | -36 | 0.1 | -9 | -1 | 5 | 1 | -1 | 13
O=C1CN(C(=O)c2ccccc2F)C(c2ccccc2)c2cc(Cl)ccc2N1 (centres undefined) | 1 | -0.1 | -5 | -1 | 0 | -2 | -8 | 20
COc1cc(S(N)(=O)=O)c(OC)cc1N | / | 0.1 | 7 | 0 | -1 | 0 | 5 | 7
CN(C)C(=O)C[C@@H]1CC[C@@H]2[C@H](COC[C@H](O)CN2CC2CC2)O1 | 5 | 0.2 | -5 | 0 | -1 | -4 | 7 | 0
O=c1[nH]c(=O)n(C2CC(O)C(CO)O2)cc1I (centres undefined) | -8 | 0.4 | / | / | 0 | 3 | -3 | 4
Cc1noc(C)c1NC(=O)Nc1cccc2c1O[C@H](CN(C)Cc1ccncc1)[C@@H](C)CN([C@H](C)CO)C2=O | -2 | 0.2 | 27 | 15 | -2 | 5 | 1 | -10
CC1(c2ccc(Cl)cc2)NC(=O)N(CC(=O)NCCC2=CCCCC2)C1=O (centres undefined) | 4 | 0.3 | 34 | -1 | -3 | 5 | 0 | 7
CN(c1ccccc1)S(=O)(=O)c1cccc(C(=O)NCc2ccccc2CN2CCCC2)c1 | -7 | 0.3 | 2 | 1 | -3 | 0 | -4 | -7
CNC(=O)[C@@H]1C[C@H]1[C@@H](NC(=O)CNC(=O)OCc1ccccc1)c1ccccc1 | / | 0.6 | / | / | 10 | 2 | -3 | -12
COc1ccc(CN(C)C[C@H]2Oc3c(NC(=O)c4cnccn4)cccc3C(=O)N([C@@H](C)CO)C[C@@H]2C)cc1 | 6 | -0.8 | 18 | -1 | -1 | 0 | -30 | 0
O=C(N[C@H]1CC[C@H](CCn2cc(-c3ccccn3)nn2)O[C@@H]1CO)c1ccc(F)cc1 | -2 | 0.1 | -1 | 0 | 1 | -6 | 29 | 17
COc1ccc(C2(C)NC(=O)N(CC(=O)Nc3ccc4c(c3)CCC4)C2=O)cc1OC (centres undefined) | 1 | -0.4 | 2 | 2 | -1 | -1 | 0 | -8
CCOC(=O)N1CCC(N2C(=O)c3ccccc3C2Nc2ccc(S(=O)(=O)N3CCOCC3)cc2)CC1 (centres undefined) | / | 0.7 | -9 | -1 | -4 | 1 | 27 | /
CCCn1c(C(O)c2cc(OC)c(OC)c(OC)c2)nc2ccccc21 (centres undefined) | 12 | 0.0 | 17 | 0 | -1 | 2 | 2 | 11
C[C@H](NC(=O)N1CCn2c1nc1ccccc12)C(=O)NCc1ccco1 | 13 | 0.2 | 7 | 0 | -4 | -4 | -5 | -6
NC(=O)C1CCN(c2ncnc3c2c(-c2ccccc2)cn3-c2ccccc2)CC1 | -18 | 0.0 | 29 | -1 | 0 | 5 | -8 | -6
CC1(OC(=O)CCc2ccccc2)C(=O)C=C2C=C(c3ccc(C#N)cc3)N(CC3CC3)C=C2C1=O (centres undefined) | -4 | 0.0 | 11 | -1 | -1 | 6 | 0 | -4
CCOc1cc(/C=C2\SC(=NC)N(C)C2=O)c(Br)cc1OC(C)=O | 8 | -0.1 | -13 | -4 | 0 | 1 | -1 | 10
COc1ccc(N2CCN(C(=O)CSc3nnc(NC(=O)C4CC4)s3)CC2)cc1 | -3 | 0.0 | / | / | -1 | 5 | -1 | 8
CN(C)CCOC(=O)c1ccc2c(c1)S(=O)(=O)c1ccccc1C2=O | 16 | -0.6 | / | 13 | 3 | 0 | 3 | -23
Cc1c(NC(=S)N2CCN(c3ccc(F)cc3)CC2)c(=O)n(-c2ccccc2)n1C | / | 0.0 | 5 | 1 | / | / | -7 | 17
Cc1ccc(-c2cc(C(=O)O)c3ccccc3n2)s1 | 8 | 0.2 | 1 | -8 | -47 | -6 | 0 | 19
CCCCCC(C)n1[nH]c(=O)c2c(C)cc(C)nc21 (centres undefined) | -3 | -0.1 | / | 0 | 0 | -2 | 2 | -3
CC1C(=O)N2CCCc3cc(NC(=O)C(=O)NCCCc4ccccc4)cc1c32 (centres undefined) | -6 | -0.1 | -3 | -1 | -2 | 0 | -1 | 1

Individual results from above:
COc1ccc(N2CCN(C(=O)CSc3nnc(NC(=O)C4CC4)s3)CC2)cc1 in LGR2 antag = 8
CN(C)CCOC(=O)c1ccc2c(c1)S(=O)(=O)c1ccccc1C2=O in ERAP1 inh = 0

The list goes on.
SMILES | PGC1a acetyl inh | XiGFP reactiv | Statin myotox sup | Cneo AK release | SIRT5 block | ERAP1 inh | S100A4 inh HTS | LGR2 antag
C/C(=N\NC(=O)c1cccc(S(=O)(=O)N2CCCC2)c1)c1ccccc1F | / | 0.1 | / | / | -1 | -1 | -1 | 18
O=C(Cc1ccc(S(=O)(=O)N2CCOCC2)s1)NCCOc1ccccc1 | / | 0.0 | 4 | 2 | -2 | -1 | 2 | -17
O=C(CC1C(=O)NCCN1Cc1ccc(F)cc1Cl)NC1CCCCCCC1 (centres undefined) | 0 | 0.1 | -3 | -5 | -2 | 1 | 2 | 2
CC(=O)Nc1cccc(-c2csc(C(NC(C)=O)c3ccc(F)c(F)c3)n2)c1 (centres undefined) | / | 0.8 | -5 | -1 | / | -1 | -3 | -7
CC(C)c1ccc(C2/C(=C(/O)c3ccccc3)C(=O)C(=O)N2CCCN2CCOCC2)cc1 (centres undefined) | 2 | 0.0 | 1 | 1 | -1 | -2 | -4 | 1
O=C(NC1CCCCC1)N1[C@@H]2CNC[C@H]1C2c1ccc(-c2cccnc2)cc1 (some centres undefined) | -1 | 0.0&0.0 | / | / | -3&-1 | -3&0 | 13&-3 | 10&-9
CCOc1ccc(OCC(=O)Nc2ccccc2N2CCCC2)cc1 | / | 0.3 | -3 | 3 | -2 | 4 | 2 | 0

Entries of single compounds as entered above. Order of screens: PGC1a acetyl inh | XiGFP reactiv | Statin myotox sup | Cneo AK release | SIRT5 block | ERAP1 inh | S100A4 inh HTS | LGR2 antag
C/C(=N\NC(=O)c1cccc(S(=O)(=O)N2CCCC2)c1)c1ccccc1F reads / | 0.1 | / | / | -1 | -1 | -1 | 18
O=C(Cc1ccc(S(=O)(=O)N2CCOCC2)s1)NCCOc1ccccc1 reads / | 0.0 | 4 | 2 | -2 | -1 | 2 | -17
CCOc1ccc(OCC(=O)Nc2ccccc2N2CCCC2)cc1 reads / | 0.3 | -3 | 3 | -2 | 4 | 2 | 0
CC(C)c1ccc(C2/C(=C(/O)c3ccccc3)C(=O)C(=O)N2CCCN2CCOCC2)cc1 (centres undefined) reads 2 | 0.0 | 1 | 1 | -1 | -2 | -4 | 1
O=C(NC1CCCCC1)N1[C@@H]2CNC[C@H]1C2c1ccc(-c2cccnc2)cc1 (some centres undefined) reads -1 | 0.0&0.0 | / | / | -3&-1 | -3&0 | 13&-3 | 10&-9

From PubChem BioAssay
